High-throughput results as filed in PubChem.
human PMI inhibition = inhibitors of human PMI, primary screen, biochemical, fluorescence intensity, coupled assay (AID 1209); purified PMI enzyme, coupled fluorescence intensity; higher % means a stronger effect; inhibition, % at 20 µM; hits with a dose series show IC50 in µM; hit rate 0.42% among 190,000; in the data active means inhibition above about 50%;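 further: plate controls were DMSO vehicle for no effect and wells lacking substrate for full effect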
Hep lipid drop = hepatic lipid droplet formation modulation; AML12 mouse hepatocytes, oleate lipid droplets, BODIPY imaging; inhibition, % at 6.5 µM; hit rate 0.4% among 240,000; AID 1656;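 active means lipid droplet intensity inhibited by at least 50%, with more than 500 cells counted; inconclusive means wells with under 300 cells, treated as cytotoxic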
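Assay system: AML12 hepatocytes (mouse); Probe or stimulus: oleic acid at 100 µM to induce lipid droplet formation; Dosing: compound at 6.5 µM only; Schedule: compound with oleate, overnight; Detection: fluorescence imaging, 20x objective, two fields per well; Measure: % inhibition of lipid droplet signal.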
Insulin prom up = MIN6 insulin promoter up-regulation | z-score at 5 µM | MIN6 insulin promoter-GFP reporter, high-content imaging; active compounds read high | hit rate 0.3% among 190,000 | AID 1625;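 active means z-score above 3 at 5 µM with at least 500 cells counted in the well; inconclusive means wells under 500 cells, flagged as cytotoxic or low count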
TNAP activators = human TNAP enzyme activators, primary screen, biochemical, luminescent, no phosphate acceptor, uHTS (AID 1001); purified TNAP, luminescent activation assay, no phosphate acceptor; higher activation fold means a stronger effect; one-dose activation fold at 20 µM; EC50 in µM for titrated hits; hit rate 0.03% among 200,000; in the data active means activation fold from about 3, or a potency from the dose series; inactive means the rest, 99 in 100 with activation fold below about 1.6; further: many of its hits are not listed in these tables
b-catenin transl = beta-catenin nuclear translocation modulation | HeLa beta-catenin nuclear translocation, immunofluorescence imaging | nuclear translocation activity, % at 5 µM | hit rate 0.3% among 190,000;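 active means nuclear translocation activity above 50% at 5 µM, with a well cell count of 50 or more; inconclusive means wells under 50 cells across six images, flagged as toxic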;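 further: per-cell ratio of nuclear to cytoplasmic median beta-catenin stain intensity; plate controls were DMSO negative control for no effect and GSK-3 inhibitor IX positive control for full effect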
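Test system: HeLa cells, endogenous beta-catenin; Compound: single 5 µM dose plus 0.02–20 µM confirmation series; Times: compound exposure 24 h at 37°C; Signal: fluorescence imaging of beta-catenin antibody stain plus DAPI; Read-out: % activation, nuclear-to-cytoplasmic median beta-catenin signal ratio per cell.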
Myeloid diff 2 = promotes myeloid progenitor differentiation; calls only at 10 µM; ER-HoxA9 myeloid progenitors, lysozyme-GFP differentiation, flow cytometry; hit rate 1% among 360,000;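 active means normalized GFP-positive differentiation at or above the plate's own cutoff, the solvent-only control mean plus 3 SD; inconclusive means no clear call, values can overlap the other calls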;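 further: cells exposed to compound for four days before flow analysis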
Dynein transport = dynein cargo transport inhibition; 3617.4 mouse cells, GR-EGFP nuclear translocation imaging; test concentration mostly 20 µM; stimulated with dexamethasone, 1 µM; active compounds read low; z-score, hits read low; hit rate 0.47% among 220,000; AID 1381;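 active means plate z-score of nuclear minus cytoplasmic receptor signal below a set negative limit, without overly bright fluorescence or cell loss, cut at about -3.5 in these data, passing the limit was not always enough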;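 further: z-score of nuclear minus cytoplasmic ring GR-EGFP intensity difference per well; some compounds called inactive have numbers as strong as hits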
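Buffer or medium – tet-free medium with charcoal-stripped serum · Signal – automated 10x imaging of fixed Hoechst-stained cells · Also added – dexamethasone agonist, 1.0 µM final, for 30 min · Incubation – induction 48 h, compound 1 h, agonist 30 min · Read-out – GR-EGFP nuclear translocation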
MT stabilize HCS = microtubule stabilization, imaging screen; % tubulin-high responders, % at 10 µM; hit rate 0.83% among 200,000; HeLa tubulin immunostaining HCS, 24 h; share of cells brighter than vehicle mean+2SD;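 active means plate Z-score above 3 for both tubulin-high and condensed-nucleus cell shares, with cell loss under 80%, at 10 µM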;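 further: anti alpha tubulin signal scored within the nucleus-defined area of each cell; some results filed as inactive read as strong as hits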
T cell modulator = T cell immune modulation candidate. 2C CD8+ T cell-vesicle binding, flow cytometry; active compounds read low. hit rate 0.068% among 330,000. calls only at 7 µM;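 active means response, share of CD8 T cells binding vesicles, and their 90th percentile fluorescence all below set limits, cut at about 80% in these data, passing the limit was not always enough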
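Benchmarks: naked versus QL9-loaded vesicles / Assay system: purified 2C TCR transgenic mouse naive CD8+ T cells / Technique: high-throughput flow cytometry with anti-B7-1 and anti-CD8 staining / Timing: Cell–vesicle co-incubation 1.5 h at 37 °C, staining 20 min on ice / Read-out: percent CD8+ FL2 mean versus row control / Probe or stimulus: QL9-loaded Drosophila micro-vesicles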
Dynein transport cytoplasmic EGFP = second read-out of Dynein transport, no call of its own (marks repeat the call); z-score; measured here: cytoplasmic GR-EGFP intensity; active compounds read high
Dynein transport nuclear GR-EGFP = also measured in Dynein transport; calls as there; z-score; measured here: nuclear GR-EGFP intensity;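 lower value marks the stronger effect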
Dynein transport cell count = recorded beside Dynein transport, whose call it bears; z-score; measured here: cell count per field
Insulin prom up cell count = also measured in Insulin prom up; calls as there; cell count; measured here: cytotoxicity, nuclei count;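 total cells summed across four imaged fields per well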
Hep lipid drop cells 6.5 µM = also measured in Hep lipid drop; calls as there; cell count; measured here: cell count, cytotoxicity flag;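 cells counted across two imaged fields per well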
b-catenin transl cell count 5 µM = recorded beside b-catenin transl, whose call it bears; cell count; measured here: cell count, cytotoxicity flag
T cell modulator vesicle-bound % = also measured in T cell modulator; calls as there; double positive events, %; measured here: CD8+ vesicle-bound cell fraction;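 binding gate set so that unloaded-vesicle control wells show 10% double positive cells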
MT stabilize HCS Hoechst-high % = second read-out of MT stabilize HCS, no call of its own (marks repeat the call); % Hoechst-high responders; measured here: nuclear condensation Hoechst responders;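 share of cells brighter than vehicle mean plus two SD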
MT stabilize HCS cytotoxicity % = further read-out of MT stabilize HCS, marked with its call; toxicity, %; measured here: cytotoxicity by cell density;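 0% = mean cell density of plate MIN control wells and 100% = no cells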
Myeloid diff 2 GFP+ MAC1+ % = recorded beside Myeloid diff 2, whose call it bears; GFP+ MAC1+ double positive, %; measured here: differentiation confirmed by MAC1 staining
An asterisk follows results filed as active; i = inactive; ? = inconclusive; / = not tested or not shown; & = joins results of further samples.

SMILES	human PMI inhibition	Hep lipid drop	Hep lipid drop cells 6.5 µM	Insulin prom up	Insulin prom up cell count	TNAP activators	b-catenin transl	b-catenin transl cell count 5 µM	Myeloid diff 2	Myeloid diff 2 GFP+ MAC1+ %	Dynein transport	Dynein transport cytoplasmic EGFP	Dynein transport nuclear GR-EGFP	Dynein transport cell count	MT stabilize HCS	MT stabilize HCS Hoechst-high %	MT stabilize HCS cytotoxicity %	T cell modulator	T cell modulator vesicle-bound %
CN(C)c1ccc(N2C(=O)CSC2=S)cc1	21%	0	686	0.17	1271	0.6	-5.5	580	i	0.9	-1.1	-0.24	-0.86	0.74	4.5	3.3	1.9	i	30
COCCCNC(=S)N(Cc1ccccc1)Cc1ccccc1	3%	-3	653	0.19	1318	1	/	/	i	0.5	2	-0.22	1.1	-1.1	3.4	3.0	1.2	i	41
CCOP(=O)(OCC)/C(C#N)=C/c1ccc(-c2ccc(F)cc2F)o1	/	-24	737	-0.22	1490	/	-0.1	1202	i	0.5	-0.9	-0.12	-0.7	0.36	/	/	/	i	7
Cn1c(N)c(C(=O)c2ccc(Cl)cc2)c(=O)n(C)c1=O	2%	-27	677	0.18	1635	1.1	-0.4	1153	i	0.5	-0.3	-0.23	-0.4	0.13	4.5	3.5	9.8	i	48
COc1ccc(CNC(=O)C2=CCN(S(=O)(=O)c3ccc(C)cc3)CC2)cc1	/	-8	684	-0.78	990	/	0.9	1342	i	0.8	-0.12	-0.24	0.54	-0.14	/	/	/	i	42
COc1ccc(NC(=O)/C(Cl)=C(/Cl)S(=O)Cc2ccccc2)cn1 (stereo not drawn)	3%	-25	691	-1.2	781	1.1	-2.5	1188	?	/	-5.4*	2.4*	-2.6*	0.77*	1.5	1.6	14	i	8
Cc1ccc(C(=O)NCC(=O)NCC(=O)OCc2ccc(F)cc2)cc1	4%	15	668	-0.29	1592	1.1	0.4	979	i	0.2	-0.091	-0.21	0.16	0.11	1.5	1.0	5.5	i	60
COc1cccc(C(=O)c2cc3ccc(O)cc3oc2=O)c1	1%	/	/	0.07	1595	1	2.0	1461	i	5.7	0.22	-0.18	0.55	-0.73	2.2	2.0	8.2	/	/
Cc1cc(C)cc(C(=O)N2CCC(C(N)=O)CC2)c1	6%	5	721	-0.12	1200	1	-1.2	1039	i	1.1	0.64	-0.28	0.57	0.5	2.0	1.1	63	i	44
O=C(CN1CCC(NC(=O)C2CCCCC2)CC1)NCc1ccco1	-10%	0	728	-0.23	1319	1.1	-4.7	1148	i	0.1	0.26	-0.18	0.2	-0.094	2.1	1.8	0.7	i	45
CC1(C)CC(c2nc(-c3ccccc3)cs2)CCS1 (stereo not drawn)	7%	20	598	0.14	1476	1.1	0.9	1110	i	0.5	-0.58	-0.32	-0.36	0.78	5.8	2.7	6.3	i	60
COc1ccc2c(c1)c1nc3ccccc3nc1n2CCn1c(=O)oc2ccccc21	16%	38	615	-0.66	1659	1	3.9	1109	i	19	-1	-0.089	0.19	-0.086	4.2	2.8	5.0	i	9
COc1cccc(-n2cc(C(=O)O)c3ccccc3c2=O)c1	0%	/	/	-0.27	1434	1.1	0.4	795	i	1.5	0.62	-0.12	1.2	-2	6.9	2.0	9.1	i	14
COCCn1c(SCC(=O)c2ccc3c(c2)OCCO3)nnc1C(C)C	-15%	-5	716	0.15	1697	1	0.9	1005	i	1.5	-0.84	-0.018	-0.87	1	2.5	1.7	5.3	i	10
CCc1cccc(CC)c1NC(=O)COc1ccccc1C(=O)c1cc(C#N)c(=O)n(C2CCCCC2)c1	10%	2	636	/	/	1	-2.8	938	i	1.5	-1.1	-0.24	-0.76	0.97	5.0	3.0	7.9	i	14
CC(=O)Nc1cc(C(N)=O)c(Cl)cc1Cl	-2%	/	/	-0.36	1062	1.1	0.3	1147	i	0.7	-0.48	-0.22	-0.32	1.1	1.4	2.9	4.2	i	26
Cc1ccc(NS(=O)(=O)c2cc3c4c(cccc4c2)C(=O)NC3=O)cc1	-9%	7	687	-0.36	1388	1.2	0.3	1070	i	0.8	-0.24	-0.064	0.41	-0.66	2.8	4.0	9.3	i	51
O=C1C2ON(c3ccccc3)C(c3ccncc3)C2C(=O)N1c1ccccc1 (stereo not drawn)	10%	/	/	-0.29	1565	1.1	-1.3	1358	i	0.5	-0.9	-0.32	-0.32	0.89	5.1	3.3	8.9	i	28
CCS(=O)(=O)N1CCCC(C(=O)NC2CCC(C)CC2)C1 (stereo not drawn)	4%	/	/	-0.19	1530	1.1	0.8	1363	i	1.3	-0.67	-0.22	-0.68	1.2	3.8	1.8	5.0	i	54
CCOC(=O)Nc1ccc2c(c1)N(C(=O)CCN1CCN3CCCC3C1)c1ccccc1CC2 (stereo not drawn)	-10%	-28	695	/	/	1.1	0.8	1144	i	1.1	0.55	-0.11	0.76	-0.65	2.4	1.7	0.3	i	33
O=C(Nc1ccccc1Cl)Oc1ccc(-c2ccccc2)cc1	/	4	671	-0.66	933	/	0.3	1378	i	0.4	1.4	-0.21	1.4	-1.2	/	/	/	i	61
Cc1noc(C)c1C(=O)Nc1c(F)cc(F)cc1Br	5%	10	720	0.11	1791	1	-1.4	1085	i	0.2	-0.63	-0.26	-0.41	-0.08	1.1	2.5	5.1	i	50
Cc1cc(CO)nn1-c1ccc([N+](=O)[O-])cc1	/	-26	705	0.04	1474	/	-2.5	1186	i	0.7	-0.59	-0.28	-0.33	1	/	/	/	i	34
COc1ccc(C(=O)COC(=O)[C@H](C)Nc2ccc(C(F)(F)F)cc2[N+](=O)[O-])cc1	1%	5	799	0.36	900	1	4.2	896	i	0.5	-0.51	-0.095	0.039	0.2	2.0	1.8	4.8	i	42
O=C(NCc1csc(-c2cccs2)n1)C1CCCCC1	/	-2	710	/	/	/	-0.9	1291	i	1.0	-1.2	-0.23	-0.68	0.64	/	/	/	i	45

Following part.
SMILES	human PMI inhibition	Hep lipid drop	Hep lipid drop cells 6.5 µM	Insulin prom up	Insulin prom up cell count	TNAP activators	b-catenin transl	b-catenin transl cell count 5 µM	Myeloid diff 2	Myeloid diff 2 GFP+ MAC1+ %	Dynein transport	Dynein transport cytoplasmic EGFP	Dynein transport nuclear GR-EGFP	Dynein transport cell count	MT stabilize HCS	MT stabilize HCS Hoechst-high %	MT stabilize HCS cytotoxicity %	T cell modulator	T cell modulator vesicle-bound %
O=Nc1c(O)[nH]c2ccc(Cl)cc12	4%	-4	708	-0.83	1334	1	3.3	942	i	0.0	0.14	-0.35	0.02	-0.2	2.3	0.8	11	i	61
O=C(Cc1cccs1)NC(c1ccccc1)c1ccccc1	7%	0	719	-0.95	1465	1.1	-0.6	1012	i	0.3	-0.35	-0.29	-0.033	0.41	2.3	1.9	2.5	i	47
COc1cccc(Cn2c(-c3nonc3N)nc3ccccc32)c1	23%	0	782	0.15	1176	1	/	/	?	/	-0.49	1.8	0.43	0.46	50*	41*	34*	i	29
O=C(CS(=O)CC(=O)N(c1ccccc1)C(C(=O)NC1CCCCC1)c1ccco1)Nc1ccc(F)cc1 (stereo not drawn)	-3%	2	579	-0.33	1379	1.1	-6.1	597	i	0.7	-0.47	-0.3	-0.48	0.46	1.9	3.3	4.8	i	34
O=C1COc2ccc(N3C(=O)c4ccccc4C3=O)cc2N1	-12%	2	659	-0.61	1598	1	3.1	911	/	/	-0.44	-0.17	-0.058	0.23	2.3	1.6	2.5	i	24
O=C(CCCn1c(=S)[nH]c2cc3c(cc2c1=O)OCO3)NCc1ccco1	3%	14	684	-0.16	1643	1.1	-2.9	1126	i	0.4	2.6	0.44	1.4	-2.2	1.7	2.9	8.5	i	23
O=C(Nc1ccc(-c2cn3c(n2)SCC3)cc1)c1ccco1	/	-3	678	-0.43	1290	/	0.3	1322	i	0.7	-0.32	-0.29	-0.4	0.83	/	/	/	i	32
C=CCc1ccccc1OCC(O)CN1CCN(c2ccccc2OC)CC1 (stereo not drawn)	5%	/	/	/	/	1.1	-3.6	1042	i	1.4&1.6	-0.48	0.76	0.094	-0.18	4.0	3.5	2.9	i	17
c1ccc(-n2nnnc2Sc2ncnc3sc4c(c23)CCCC4)cc1	8%	2	653	0.37	1134	1	-0.6	1011	i	2.0	-2.6	0.2	-1.1	-0.32	5.2	5.8	1.3	i	14

Results in Hep lipid drop cells 6.5 µM and b-catenin transl cell count 5 µM, for two of the compounds above:
| mol | Hep lipid drop cells 6.5 µM | b-catenin transl cell count 5 µM |
| --- | --- | --- |
| O=C(Cc1cccs1)NC(c1ccccc1)c1ccccc1 | 719 | 1012 |
| O=Nc1c(O)[nH]c2ccc(Cl)cc12 | 708 | 942 |
